# TcdB GH inh: inhibitors of Clostridioides difficile toxin B glycohydrolase; P18177; TcdB glycohydrolase enzymatic assay, plate reader; inhibition, % at 9.99 µM; 0.24% of 350,000 active; in the data active = inhibition above about 10%
# * = called active by the depositor; & = joins results of further samples.
entry	structure	TcdB GH inh
1	COc1ccc(CNC(=O)C[C@@H]2C[C@H]3c4cc(NS(=O)(=O)c5ccc(F)cc5)ccc4O[C@H]3[C@H](CO)O2)cc1	-1.2
2	CC(C)NC(=O)N(C)C[C@H]1OCCCC[C@H](C)Oc2ccc(NS(=O)(=O)c3ccccc3)cc2C(=O)N([C@@H](C)CO)C[C@H]1C	-0.6
3	CC(=O)N(C)C[C@H]1Oc2ncc(C#Cc3ccccn3)cc2C(=O)N([C@@H](C)CO)C[C@H]1C	-1.7
4	COc1ccccc1S(=O)(=O)N[C@@H]1CC[C@@H](CCNC(=O)C2CCCCC2)O[C@@H]1CO	0.8
5	C[C@H](CO)N1C[C@H](C)[C@@H](CN(C)C)Oc2ccc(NS(=O)(=O)c3ccccc3)cc2C1=O	1.3
6	COC(=O)C1=CN(c2ccc(F)cc2)C(N)=C(C#N)C1c1ccccc1 (configuration not stated)	-0.3
7	COCC(=O)N1[C@H](C#N)[C@@H](c2ccccc2-c2ccc(C)cc2)[C@@H]1CO	0.6
8	Cc1cc(C(=O)Nc2cccc3c2O[C@H](CN(C)C(=O)NC2CCCCC2)[C@@H](C)CN([C@H](C)CO)C3=O)n(C)n1	-3.1
9	C[C@H](CO)N1C[C@H](C)[C@@H](CN(C)Cc2ccc(C(F)(F)F)cc2)OCCCC[C@H](C)Oc2ccc(NS(=O)(=O)c3ccc(Cl)cc3)cc2C1=O	0.4
10	CC(C)CC#Cc1cnc2c(c1)C(=O)N([C@@H](C)CO)C[C@@H](C)[C@H](CN(C)S(=O)(=O)c1ccccc1)O2	1.9
11	O=C(C1CCCC1)N1CC(=O)N2[C@@H](CO)[C@H](c3ccc(-c4cccnc4)cc3)[C@@H]2C1	0.3
12	C[C@H](CO)N1C[C@H](C)[C@H](CN(C)Cc2cccc(F)c2)Oc2cc(-c3ccccc3)ccc2S1(=O)=O	-2.2
13	CCCNC(=O)N(C)C[C@@H]1Oc2cc(C#CC3CC3)ccc2S(=O)(=O)N([C@H](C)CO)C[C@H]1C	0.8
14	C[C@@H]1CN([C@@H](C)CO)C(=O)c2c(c3ccccc3n2C)-c2ccccc2CO[C@@H]1CN(C)Cc1ccc(F)cc1	1.0
15	COc1ccc(NC(=O)Nc2cccc3c2O[C@H](CN(C)S(=O)(=O)c2ccc(Cl)cc2)[C@@H](C)CN([C@H](C)CO)C3=O)cc1	0.3
16	C/C=C/c1ccc([C@H]2[C@@H](CO)N3C(=O)CN(C(=O)Nc4ccc(F)cc4)C[C@H]23)cc1	-0.3
17	CC(C)c1cn(CC[C@@H]2CC[C@H](NS(=O)(=O)c3ccc(Cl)cc3)[C@@H](CO)O2)nn1	-0.3
18	C[C@H](CO)N1C[C@H](C)[C@@H](CN(C)S(=O)(=O)c2ccc(F)cc2)Oc2c(NC(=O)Nc3ccc(F)cc3)cccc2C1=O	-0.8
19	O=S(=O)(Cc1ccccc1)N1CCCCN2[C@H](CO)[C@@H](c3ccc(-c4ccccc4)cc3)[C@H]2C1	-7.9
20	CN(C[C@H]1N[C@@H](CO)[C@@H]1c1ccccc1)C(=O)c1ccccn1	0.6
21	COCC(=O)N1CC(=O)N2[C@H](C1)[C@@H](c1ccc(C#Cc3cccnc3)cc1)[C@@H]2CO	0.7
22	C[C@@H]1ON(C)[C@H]2C[C@H]3c4[nH]c5c(-c6cccc(F)c6)cccc5c4CCN3C(=O)[C@@H]12	2.0
23	COP(=O)(OC)OC(C(=O)c1ccccc1)c1ccc(Cl)cc1 (configuration not stated)	0.6
24	CN(C)C(=O)c1cccc(-c2ccc(C3[C@H]4CNC[C@@H]3N4S(=O)(=O)c3ccc(Cl)cc3)cc2)c1 (some centres not stated)	-1.5&0.2
25	CCCNC(=O)NC[C@H]1CC[C@@H]2[C@@H](CN2S(=O)(=O)c2ccccc2[N+](=O)[O-])O1	-2.5
26	C[C@@H]1CN([C@H](C)CO)C(=O)c2cc(NS(=O)(=O)c3cn(C)cn3)ccc2O[C@H]1CN(C)S(=O)(=O)c1ccc(F)cc1	-1.0
27	C#CCN([C@@H]1C(=O)N2[C@@H]1SC(C)(C)[C@@H]2C(=O)OC)[C@@H](/C=C/C1CC1)[C@H](O)Cc1ccccc1	0.4
28	COc1ccc2c3c(n(C)c2c1)[C@@H](CO)N(Cc1ccncc1)CC31CCN(C(=O)Cc2ccncc2)CC1	-2.0
29	CC(=O)N1[C@H](CO)[C@H]2c3ccccc3N(C(=O)Nc3cc(F)ccc3F)C[C@H]21	-0.5
30	CN1CCN(C(=O)C[C@H]2CC[C@H]3[C@@H](COC[C@H](O)CN3C(=O)Nc3ccc(Cl)cc3)O2)CC1	-2.6
31	O=S(=O)(N[C@H]1CC[C@H](CCn2cc(-c3ccccc3F)nn2)O[C@H]1CO)c1ccc(F)cc1	-8.2
32	COc1ccc(CN(C)C[C@@H]2Oc3ccc(NC(=O)Cn4cnnn4)cc3CC(=O)N([C@H](C)CO)C[C@@H]2C)cc1	0.9
33	COc1ccc2c3c([nH]c2c1)[C@@H](CO)N(C(=O)C1CCOCC1)CC31CCN(S(C)(=O)=O)CC1	0.4
34	CCCNC(=O)N(C)C[C@@H]1Oc2cc(C3=CCCCC3)ccc2S(=O)(=O)N([C@@H](C)CO)C[C@@H]1C	-0.5
35	C[C@@H]1CN([C@H](C)CO)C(=O)c2cccc(NC(=O)C3CCCCC3)c2O[C@H]1CN(C)Cc1ccc2c(c1)OCO2	0.5
36	CC(C)NC(=O)NCC[C@H]1CC[C@@H](NC(=O)CCN2CCCCC2)[C@H](CO)O1	0.0
37	Cc1noc(C)c1S(=O)(=O)Nc1ccc2c(c1)C(=O)N([C@H](C)CO)C[C@H](C)[C@@H](CN(C)C(=O)Nc1ccccc1)OCCCC[C@@H](C)O2	1.1
38	CNC[C@H]1Oc2cc(C#Cc3ccc(F)cc3)ccc2S(=O)(=O)N([C@@H](C)CO)C[C@@H]1C	0.0
39	CN(C)CCCNC(=O)C[C@H]1CC[C@@H]2[C@H](COc3ccc(NC(=O)c4ccc5c(c4)OCO5)cc3C(=O)N2C)O1	6.7
40	CC(=O)N(C)C[C@@H]1Oc2ncc(C#C[C@H](C)O)cc2C(=O)N([C@@H](C)CO)C[C@H]1C	0.5
41	O=C(C[C@@H]1CC[C@H]2[C@@H](COC[C@@H](O)CN2C(=O)c2ccncc2)O1)NC1Cc2ccccc2C1	-1.4
42	COc1cccc(NC(=O)C[C@H]2CC[C@H]3[C@H](COc4ccc(NC(=O)C5CCCCC5)cc4C(=O)N3C)O2)c1	-0.1
43	CC(C)NC(=O)N(C)C[C@@H]1Oc2ncc(C#CC3CC3)cc2C(=O)N([C@@H](C)CO)C[C@H]1C	-1.8
44	Cc1cc(C(=O)Nc2cccc3c2O[C@H](CN(C)Cc2ccc(C(=O)Nc4ccccc4N)cc2)[C@@H](C)CN([C@@H](C)CO)C3=O)n(C)n1	-0.5
45	C[C@@H]1CCCCO[C@@H](CN(C)CC2CCCCC2)[C@@H](C)CN([C@H](C)CO)C(=O)c2cc(NC(=O)Nc3ccccc3)ccc2O1	-1.2
46	COc1ccccc1Cc1c(-c2ccc(F)cc2)nc2c3ccccc3ccn12	0.4
47	Cc1noc(C)c1S(=O)(=O)N(C)C[C@H]1OCCCC[C@H](C)Oc2ccc(NC(=O)Nc3ccc(C(F)(F)F)cc3)cc2C(=O)N([C@H](C)CO)C[C@@H]1C	0.6
48	Cc1ccc(S(=O)(=O)Nc2cccc3c2O[C@H](CN(C)S(=O)(=O)c2ccccc2)[C@@H](C)CN([C@H](C)CO)C3=O)cc1	-0.2
49	C[C@H](CO)N1C[C@H](C)[C@@H](CN(C)C(=O)CCN2CCCCC2)Oc2ncc(C#CCN(C)C)cc2C1=O	-1.0
50	COCC(=O)N1[C@@H]2CN(C(=O)c3ccccc3)c3ccccc3[C@@H]2[C@@H]1CO	-0.7
51	C[C@@H]1CN([C@@H](C)CO)C(=O)c2cc(NC(=O)C3CCCCC3)ccc2O[C@@H](C)CCCCO[C@H]1CN(C)CC1CCCCC1	-1.2
52	C[C@@H]1CN([C@@H](C)CO)C(=O)c2ccccc2-c2ccccc2CO[C@@H]1CN(C)C(=O)Nc1ccc(F)cc1	-5.4
53	COc1cccc(CNC(=O)C[C@@H]2CC[C@H](NC(C)=O)[C@@H](CO)O2)c1	-0.7
54	CO[C@@H]1CC[C@@H]2CCN(C)C(=O)[C@@H](C)N(C)C(=O)c3cccc(C#N)c3OC[C@H]1O2	-0.1
55	CO[C@H](CN(C)C(=O)c1cnccn1)[C@@H](C)CN([C@H](C)CO)S(=O)(=O)c1ccc(Cl)cc1	0.2
56	CS(=O)(=O)N1CC2(C1)[C@@H](c1ccccc1)[C@@H](CO)N2Cc1ccc(F)cc1	1.2
57	CC(C)NC(=O)Nc1ccc2c(c1)C(=O)N([C@@H](C)CO)C[C@H](C)[C@@H](CN(C)S(C)(=O)=O)O2	1.0
58	O=S(=O)(c1ccc(F)cc1)N1CCCCN2[C@H](CO)[C@H](c3ccc(-c4ccccc4F)cc3)[C@@H]2C1	-0.2
59	COc1ccccc1NC(=O)N(C)C[C@H]1Oc2ncc(C#CCC(C)C)cc2C(=O)N([C@H](C)CO)C[C@@H]1C	0.7
60	C/C=C/c1ccc2c(c1)O[C@@H](CN(C)C(=O)c1ccc3c(c1)OCO3)[C@@H](C)CN([C@@H](C)CO)S2(=O)=O	-1.8

# The listing continues:
entry	structure	TcdB GH inh
61	N#Cc1ccc(-c2ccc([C@H]3[C@H]4CN(C(=O)Cc5ccccc5)CC(=O)N4[C@H]3CO)cc2)cc1	0.9
62	N#C[C@@H]1[C@H](c2ccccc2-c2cccc(F)c2)[C@@H](CO)N1S(=O)(=O)c1cccc(F)c1	-0.3
63	COc1ccc(-c2cn(CC[C@H]3CC[C@@H](NC(=O)CCN4CCCCC4)[C@H](CO)O3)nn2)cc1	0.5
64	Cc1ccccc1S(=O)(=O)N1[C@H](CO)[C@@H](c2ccc(C#CC3CCCC3)cc2)[C@@H]1C#N	-0.8
65	CCNC(=O)C[C@@H]1CC[C@@H]2[C@@H](COc3ccc(NC(=O)Nc4ccc(Cl)cc4)cc3C(=O)N2C)O1	0.5
66	O=C(O)C[C@@H]1CC[C@H](NC(=O)c2ccncc2)[C@@H](CO)O1	0.3
67	Cc1noc(C)c1NC(=O)N1C[C@@H](O)COC[C@@H]2O[C@@H](CC(=O)N3CCc4ccccc4C3)CC[C@H]21	-0.8
68	COc1cccc(CN2CC3(CN(C(C)=O)C3)c3c(n(C)c4cc(OC)ccc34)[C@H]2CO)c1	0.4
69	CC(C)NC(=O)N(C)C[C@@H]1OCCCC[C@H](C)Oc2ccc(NC(=O)c3ccccc3)cc2C(=O)N([C@@H](C)CO)C[C@H]1C	-1.2
70	O=C(C[C@H]1C[C@@H]2c3cc(NC(=O)C4CCC4)ccc3O[C@@H]2[C@@H](CO)O1)NCc1ccc(Cl)cc1	-0.4
71	COc1ccc(CN(C)C[C@H]2OCCCC[C@@H](C)Oc3ccc(NS(=O)(=O)c4ccc(F)cc4)cc3C(=O)N([C@H](C)CO)C[C@H]2C)cc1	1.3
72	C/C=C/c1cnc2c(c1)C(=O)N([C@@H](C)CO)C[C@H](C)[C@@H](CN(C)S(=O)(=O)c1cn(C)cn1)O2	0.3

# 4 compounds from above, arranged by formula weight, low to high:
entry	structure	TcdB GH inh
62	N#C[C@@H]1[C@H](c2ccccc2-c2cccc(F)c2)[C@@H](CO)N1S(=O)(=O)c1cccc(F)c1	-0.3
68	COc1cccc(CN2CC3(CN(C(C)=O)C3)c3c(n(C)c4cc(OC)ccc34)[C@H]2CO)c1	0.4
65	CCNC(=O)C[C@@H]1CC[C@@H]2[C@@H](COc3ccc(NC(=O)Nc4ccc(Cl)cc4)cc3C(=O)N2C)O1	0.5
69	CC(C)NC(=O)N(C)C[C@@H]1OCCCC[C@H](C)Oc2ccc(NC(=O)c3ccccc3)cc2C(=O)N([C@@H](C)CO)C[C@H]1C	-1.2

# Later entries.
entry	structure	TcdB GH inh
73	C[C@H]1CN([C@@H](C)CO)C(=O)c2cc(C#CCN(C)C)cnc2O[C@@H]1CN(C)Cc1ccccc1F	-1.2
74	C[C@@H]1CN([C@H](C)CO)C(=O)Cc2cc(NC(=O)C3CC3)ccc2O[C@@H]1CN(C)Cc1ccncc1	2.0
75	CC(C)CC#Cc1cnc2c(c1)C(=O)N([C@H](C)CO)C[C@@H](C)[C@@H](CN(C)C(=O)c1cnccn1)O2	1.3
76	CC(C)NC(=O)Nc1cccc2c1O[C@@H](CN(C)S(C)(=O)=O)[C@@H](C)CN([C@@H](C)CO)C2=O	0.0
77	COc1ccccc1NC(=O)N(C)C[C@@H]1Oc2ncc(C#CCC(C)C)cc2C(=O)N([C@@H](C)CO)C[C@H]1C	-2.5
78	C[C@@H]1CN([C@@H](C)CO)S(=O)(=O)c2ccc(C#CCC3CCCC3)cc2O[C@@H]1CN(C)C(=O)CN(C)C	-1.4
79	O=C(Nc1ccc(F)cc1)N1CCCCN2[C@@H](CO)[C@H](c3ccc(C4=CCCCC4)cc3)[C@@H]2C1	1.3
80	COc1ccc(CN(C)C[C@H]2Oc3c(NS(=O)(=O)c4cccs4)cccc3C(=O)N([C@@H](C)CO)C[C@@H]2C)cc1	-1.3
81	O=S(=O)(c1cccs1)N1CCCCN2[C@@H](CO)[C@@H](c3ccc(/C=C/c4ccccc4)cc3)[C@@H]2C1	1.7
82	CO[C@H]1CN(C)C(=O)c2ccc(NS(C)(=O)=O)cc2OC[C@H](C)N(C(=O)C2CCCCC2)C[C@@H]1C	0.4
83	COc1ccc(CN(C)C[C@H]2Oc3c(NC(=O)Nc4ccc(C(F)(F)F)cc4)cccc3C(=O)N([C@H](C)CO)C[C@H]2C)cc1	1.3
84	CN1CCCCN2[C@@H](CO)[C@@H](c3ccc(/C=C/c4ccccc4)cc3)[C@@H]2C1	1.6

# Reformatted with each value named: 2 of the compounds above
29) CC(=O)N1[C@H](CO)[C@H]2c3ccccc3N(C(=O)Nc3cc(F)ccc3F)C[C@H]21
  TcdB GH inh: -0.5

30) CN1CCN(C(=O)C[C@H]2CC[C@H]3[C@@H](COC[C@H](O)CN3C(=O)Nc3ccc(Cl)cc3)O2)CC1
  TcdB GH inh: -2.6

# An excerpt. The share of hits here may be higher or lower than overall.
